Coupling enz: inhibits coupling enzyme system, counter-screen for aldolase hits | coupling enzyme system counterscreen, AmpLite Red fluorescence | activity change, negative = inhibition, % at 58.2 µM, hits read low | 0.67% of 290,000 active; in the data active = activity change below about -30%; also: % is scaled to controls: 0 for no effect and ±100 for the full control effect
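Fluorescence at 525 nm excitation and 598 nm emission measured inhibition of the coupled detection system without aldolase. Compounds (at 57.5 uM final) were preincubated 10 min at room temperature with coupling enzyme reagent before a 20 min substrate/AmpLite Red step.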
GALK inh: blocks human galactokinase activity | AID 1868 | Potency, µM (series often up to 57.5 µM), inactives show at the top dose activity change, negative = inhibition, usual class: inhibitors | 0.007% of 270,000 active | Purified GALK, Kinase-Glo residual ATP luminescence | P51570; also: potency is read from the fitted curve at half-maximal effect; % is scaled to controls: 0 for no effect and ±100 for the full control effect
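Galactose (100 uM) and ATP (35 uM) were turned over by 5 nM GALK for 1 h at RT. Kinase-Glo Plus then converted the remaining ATP into a luminescent signal.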
A-T KAP1 phos: candidate therapy for ataxia-telangiectasia | […] A-T fibroblasts, KAP-1 phosphorylation AlphaLISA; neocarzinostatin DNA damage 30 min before lysis | Potency, µM (highest dose often 57.5 µM), for inactives: at the highest dose activation, usual class: activators | 0.19% of 320,000 active | AID 485349; also: potency is read from the fitted curve at half-maximal effect; % of control where 0% means no effect; nearly all actives have a fitted effect of over 45% in size
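ATM-like activity read as KAP-1 phosphorylation via AlphaLISA donor/acceptor antibody pairs after lysis and 6 hr at 25C. Cells were ATM-null patient fibroblasts ([…], hTERT), dosed 60 min, then exposed to the DSB inducer NCS for 30 min.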
CXXC DNA block: inhibitors of human MLL CXXC domain-DNA interaction; Q03164; Potency, µM (doses to about 115 µM), inactives show at the top dose activity change, negative = inhibition, hits mostly inhibitors; 0.037% of 290,000 active; MLL-CXXC / FITC-HOXA9 DNA fluorescence polarization; active = well fitted inhibition curve with a large enough effect in the polarisation, with a control signal flat, not every such curve was filed as active; inconclusive = small, poorly fitted or top-dose-only effect, or effect the other way, or a change in a side signal; inactive = no such curve, though single readings can be large or run the other way; the % refers to the polarisation; also: potency is read from the fitted curve at half-maximal effect
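Fluorescence polarization: 7 uM MLL-CXXC (stock) preincubated 5 min with compounds, then 50 nM fluorescein-HOX-A9 DNA (stock) added; 30 min ambient. Buffer 50 mM Tris-HCl pH 7.5, 50 mM NaCl, 1 mM DTT, 0.05% BSA.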
TCR activator: T cell receptor activation; primary human leukocytes, anti-CD3, IL-2 HTRF, 48 h; Potency, µM (titrated, usually from 9.22 µM), for the others: at the highest dose activation of IL-2 secretion, usual class: activators; 330,000 tested, under 10 active; also: % of control where 0% means no effect
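Primary human leukocytes were stimulated with a-CD3 beads plus compounds for 48 hr without co-stimulation; secreted IL-2 was quantified by HTRF using a-IL-2-K (europium cryptate) and a-IL-2-d2, excited at 320nm with acceptor emission read at 665nm.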
Chronic BCR inh: chronic active BCR signaling inhibition; ABC-DLBCL IkBa-CBG/CBR reporter, luminescence ratio, 4 h; Potency, µM (top dose mostly 46.1 µM), without a hit: at the highest dose ratio change, negative = lower green/red ratio, hits mostly inhibitors; 0.05% of 340,000 active; AID 493014; active = well fitted inhibition curve with a large enough effect in the signal ratio, with a control signal flat, not every such curve was filed as active; inconclusive = small, poorly fitted or top-dose-only effect, or effect the other way, or a change in a side signal; the % refers to the signal ratio;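 also: potency is read from the fitted curve at half-maximal effect; plate controls were basal doxycycline-induced cells for no effect and cells given 10 µM MG132 for full effect; MG132 reads +100%, hits lower the ratio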
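TMD8 ABC-DLBCL cells carrying doxycycline-inducible green luciferase fused to IkappaBalpha plus unfused red luciferase were exposed to compounds (up to 46 uM) for 4 hrs at 37C. Activity came from the overlap-corrected green/red luminescence ratio.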
Tb PFK block: T. brucei PFK enzyme inhibition | O15648 | T. brucei PFK, ADP-Glo luminescence | Potency, µM (doses to about 57.5 µM), for the others: at the highest dose activity, negative = inhibition, most hits filed as inhibitors | 0.17% of 330,000 active | AID 485367;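 also: potency is read from the fitted curve at half-maximal effect; 0% = uninhibited 1x PFK enzyme wells and -100% = no-enzyme wells; nearly all actives have a fitted effect of over 60% in size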
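Activity is normalized to no-enzyme wells (full inhibition) and 1.25 nM enzyme wells (no inhibition). Reaction: 0.5 mM F6P, 0.1 mM ATP, 45 min RT, ADP-Glo luminescence; concentration-response curves fitted and classed by quality.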
TSHR antagonist: antagonists of human thyroid stimulating hormone receptor. AID 504810. 0.2% of 330,000 active. activity change, negative = inhibition, % at 11.5 µM. P16473. TSHR-expressing cells, TSH-stimulated cAMP HTRF, 2 h; active compounds read low;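 active = activity change below a set negative limit, meaning inhibition stronger than a set level, cut at about -70% in these data; inconclusive = activity change between two set negative limits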; also: % is scaled to controls: 0 for no effect and ±100 for the full control effect
Target sequence (P16473 whole entry, looked up): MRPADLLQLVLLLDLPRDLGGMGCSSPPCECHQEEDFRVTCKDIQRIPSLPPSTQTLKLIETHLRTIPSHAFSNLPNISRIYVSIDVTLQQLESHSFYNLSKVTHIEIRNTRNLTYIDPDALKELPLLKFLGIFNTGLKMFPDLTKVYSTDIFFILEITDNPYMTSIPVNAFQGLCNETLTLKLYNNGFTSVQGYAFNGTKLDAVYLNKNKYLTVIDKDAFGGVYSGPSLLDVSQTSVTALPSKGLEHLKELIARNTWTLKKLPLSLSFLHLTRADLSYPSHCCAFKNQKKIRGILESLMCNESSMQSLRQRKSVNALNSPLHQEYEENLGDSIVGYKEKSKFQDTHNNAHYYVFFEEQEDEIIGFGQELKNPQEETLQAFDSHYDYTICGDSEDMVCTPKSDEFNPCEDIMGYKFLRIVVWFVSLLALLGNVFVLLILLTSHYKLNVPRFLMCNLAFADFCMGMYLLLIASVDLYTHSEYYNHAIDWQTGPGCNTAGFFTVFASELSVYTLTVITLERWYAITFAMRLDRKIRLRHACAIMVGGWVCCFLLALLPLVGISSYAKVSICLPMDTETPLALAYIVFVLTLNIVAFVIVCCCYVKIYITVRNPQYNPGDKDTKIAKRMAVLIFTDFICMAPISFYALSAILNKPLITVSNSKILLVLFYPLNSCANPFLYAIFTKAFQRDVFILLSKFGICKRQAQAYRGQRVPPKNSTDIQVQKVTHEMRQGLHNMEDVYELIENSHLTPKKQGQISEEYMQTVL
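Antagonism was scored as loss of TSH-driven cAMP in TSHR cells, stimulated with 4nM TSH (EC80) for 2 hours at 37 deg C and detected by homogeneous HTRF competition immunoassay.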
KCNH2 WT inh: KCNH2 (human, wildtype) channel inhibition; Q12809; U2OS, BacMam KCNH2, thallium flux FluxOr; active compounds read low; activity change, % at 1.84 µM; 0.37% of 340,000 active; AID 720551;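 active = maximum activity change below -70%; inconclusive = maximum activity change between -70% and -50%; inactive = maximum activity change above -50%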; also: % is scaled to controls: 0 for no effect and ±100 for the full control effect
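U2OS cells were transduced with wild-type KCNH2 virus (2.03 x 10^8 / mL) for 4 h at room temperature, then cultured overnight at 37 C. Thallium flux was read with FluxOr dye. Rate constants were normalized to DMSO controls.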
Giardia killer: kills Giardia lamblia; 0.15% of 340,000 active; AID 540267; activity change, % at 7.66 µM, hits read low; Giardia lamblia trophozoite viability; in the data active = activity change below about -80%; inconclusive = between about -30% and that limit;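 also: parasites exposed to compound for two days anaerobically before the ATP read; % is scaled to controls: 0 for no effect and ±100 for the full control effect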
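ATP-content bioluminescence gauges trophozoite survival. Cells (100/well) receive compound and incubate anaerobically for 48 hrs at 37 deg C; detection reagent follows for 15-30 min at room temperature.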
The depositor's hits bear a star; ? = inconclusive; · = no result given; & = joins results of further samples; [ ] = another dose, or the depositor's remark. Unless noted, calls follow the shape of the dose curve; as a rule, active = well fitted curve in the direction sought with a large enough effect; inconclusive = small, poorly fitted or top-dose-only effect, or another doubt; inactive = no such curve, though single readings can be large; an effect the other way counts as inactive or inconclusive.

SMILES	Coupling enz	GALK inh	A-T KAP1 phos	CXXC DNA block	TCR activator	Chronic BCR inh	Tb PFK block	TSHR antagonist	KCNH2 WT inh	Giardia killer
COc1cccc(/C=N/NC(=O)c2[nH]c(C)c(C(=O)N/N=C/c3cccc(OC)c3O)c2C)c1O	-2	-2%	0%	49%[activator]	4%	7%	0%	-12	-1	-16
Cc1ccc(NC2CCCN(C(=O)CCC(=O)c3ccccc3)C2)cc1C (stereo not given)	-2	·	-4%	-7%	-3%	12%	2%	13	-5	-18
COc1cc2c(cc1OC)C(C)N(C(=O)[C@@H](NC(=O)c1ccccc1)C(C)C)CC2 (stereo not given in full)	1	·	-14%	18%	-16%	-11%	0%	-8	10	30[activator]
C=CC(=O)NC(C)(C)Cc1ccccc1	-1	-5%	-7%	-8%	-30%	-10%	4%	-8	9	12
O=C(COc1ccccc1C(=O)c1cnn(-c2ccccc2)c1)Nc1ccccc1	-1	-2%	6%	-4%	14%[46.1 µM]	?	0%	-3	-8	-21&-24
COc1ccccc1-c1n[nH]c2c1[C@H](C)CC[C@H]2C(C)C	·	0%	-2%	-11%	4%	-16%	-6%	-13	0	-4
C#CCOCCOCCOCCNc1nc(N2CCN(C(=O)[C@H](CCCCN)n3cc(C(N)CO)nn3)CC2)nc(N2CCN(C(=O)[C@H](CCC(=O)O)n3cc(C(N)CC(C)C)nn3)CC2)n1 (stereo not given in full)	-3	-2%	40µM*	4%	·	7%	-2%	17	·	·
Cn1c(=O)c2c(nc(NCc3ccc4c(c3)OCO4)n2Cc2ccccc2)n(C)c1=O	0	2%	-5%	6%	2%	-7%	-6%	-3	-3	-24
CCOC(=O)c1ccc(NC(=O)CC2C(=O)N(c3ccccc3)C(=O)N2CCCOC)cc1 (stereo not given)	-2	-4%	-1%	3%	-4%	-4%	-3%	-7	-13	2
CCN1C(=O)[C@H]2[C@@H](c3ccc(-c4ccc(F)cc4)c(OC)c3)N3CCCC[C@@]3(C(=O)OC)[C@H]2C1=O	·	·	-2%	·	5%	?	9%	3	2	-15
COc1ccccc1N(C)S(=O)(=O)c1ccc(C(=O)O)cc1	4	8%	11%	2%	4%	5%	-3%	25	-5	-4
Cc1ccc2oc(=O)c3cnn(CC(=O)N4CCCCCC4)c3c2c1	9	2%	0%	8%	4%	0%	0%	-6	0	-5
COc1ccc(NCC(O)COc2ccc(C(C)(C)C)cc2)cc1 (stereo not given)	-4	6%	-4%	10%	·	0%	-8%	-5	-7	-6
COc1ccc(N2CCCC2=N)c(OC)c1	-9	3%	-4%	6%	-2%	19%	0%	4	-6	-29
O=C1CSC(=S)N1/N=C/c1cccc(C(F)(F)F)c1	-5	-3%	-18%	-15%	3%	?	5%	12	-11	11
CC(C)N(C(=O)CN1C(=O)C(=O)c2ccccc21)c1ccccc1	-5	1%	1%	-5%	-1%	4%	0%	-1	9	4
Cc1cc(C)n2nc(SCc3nnc(SCc4ccccc4C)s3)nc2n1	2	2%	·	-2%	2%	-4%	-7%	-12	6	-5
COc1ccc(S(=O)(=O)N2CCCOC2CNC(=O)C(=O)NCc2ccco2)cc1C (stereo not given)	6	-2%	3%	7%	2%	-12%	1%	-10	·	-7
COc1ccccc1C(CNc1ncccc1[N+](=O)[O-])N(C)C (stereo not given)	1	1%	8%	-7%	0%	-20%	4%	39	-6	-17
O=C(O)CNC(=O)/C(=C\c1ccc2c(c1)OCO2)NC(=O)c1ccc(Br)cc1	5	-2%	3%	6%	-6%	4%	5%	-9	12	9
O=C(NCC(=O)N1CCN(c2ncc(C(F)(F)F)cc2Cl)CC1)c1ccc(Br)o1	·	2%	1%	-5%	3%	-1%	5%	-3	11	-2
CC(=O)c1c(C)[nH]c(-c2ccccc2)c1C	0	2%	-8%	11%	-1%[46.1 µM]	?	-4%	12	2	8
COc1ccc(NC(=O)CN(C)S(=O)(=O)c2ccc3[nH]c(=O)oc3c2)cc1	7	-2%	-7%	14%	-7%	7%	-1%	-1	4	-12
COc1ccc(C(=O)NC(=S)Nc2ccc3oc(=O)ccc3c2)cc1	-1	-3%	1%	0%	4%[46.1 µM]	?	-5%	-10	-3	-9

Of the compounds above, 2 contain two or more sulfur atoms:
SMILES	Coupling enz	GALK inh	A-T KAP1 phos	CXXC DNA block	TCR activator	Chronic BCR inh	Tb PFK block	TSHR antagonist	KCNH2 WT inh	Giardia killer
O=C1CSC(=S)N1/N=C/c1cccc(C(F)(F)F)c1	-5	-3%	-18%	-15%	3%	?	5%	12	-11	11
Cc1cc(C)n2nc(SCc3nnc(SCc4ccccc4C)s3)nc2n1	2	2%	·	-2%	2%	-4%	-7%	-12	6	-5

Remaining list, next part.
SMILES	Coupling enz	GALK inh	A-T KAP1 phos	CXXC DNA block	TCR activator	Chronic BCR inh	Tb PFK block	TSHR antagonist	KCNH2 WT inh	Giardia killer
O=c1[nH]c2ccccc2nc1N1CCOCC1	4	3%	0%	11%	-5%	0%	0%	1	3	17
COc1ccc(-n2c(Cc3cc(=O)[nH]c(=O)[nH]3)nnc2SCC(=O)Nc2ccccc2)cc1	1	2%	-2%	4%	3%	7%	0%	2	-5	1
Cc1cc(=O)oc2cc(OCC(=O)N3CCOCC3)ccc12	-1	-2%	-1%	-4%	-1%[46.1 µM]	?	?	-1	12	-29
Cc1ccc(S(=O)(=O)/N=C(\N)c2ccc(F)cc2)cc1	1	13%	0%	0%	7%	-2%	0%	4	-2	3
O=C(OCc1nnc(-c2ccc(Br)cc2)o1)c1ccco1	3	5%	-7%	-1%	-4%	-1%	-3%	-3	-9	2
CC(=O)c1cc(-c2nc3ccccc3n2C)n(C)c1	2	-1%	0%	3%	-3%	1%	-1%	6	24	-18
CN(CC(=O)NCc1ccc(F)cc1)Cc1cccc(Cl)c1	2	5%	6%	-2%	3%	-6%	6%	-1	-8	-27
CC(NCC(=O)Nc1cc(Cl)cc(Cl)c1)c1ccccc1 (stereo not given)	-1	0%	21%	-4%	-1%	1%	2%	0	-3	-2
COc1ccc(C2C(C(=O)Nc3cc(OC)c(OC)c(OC)c3)c3ccccc3C(=O)N2C)cc1OC (stereo not given)	-1	-8%	-3%	-6%	-3%	-4%	1%	-10	-8	-2
O=c1c(CO)cc(CO)cc(CO)c1O	4	0%	-8%	-4%	14%	0%	-5%	7	1	-24
CC1CCN(CC(=O)Nc2ccc(S(=O)(=O)N3CCC(C)CC3)cc2)CC1	0	-1%	-4%	-15%	·	0%	0%	4	42	4
CC(=O)c1cc(C#N)c(NCc2ccccc2)nc1C	0	1%	5%	21%	-26%	?	2%	-4	0	-9
O=C(CNC(=O)c1cccnc1)N/N=C/c1cc(Br)c(O)c(Br)c1	-3	·	2%	11%	-16%	-1%	5%	1	4	-8
Cc1ccn(-c2ccc([N+](=O)[O-])cc2)n1	0	-4%	1%	-1%	-1%	7%	-10%	7	23	15
CCOC(=O)c1c(C)n(C)c2ccc(O)c(S(=O)(=O)c3ccccc3)c12	0	3%	6%	-2%	0%	5%	2%	3	4	-8
CCCc1c(C)nc2c(Br)cccc2c1Cl	1	1%	20%	-3%	-4%[46.1 µM]	?	3%	0	·	-12
Cc1cc(-n2c(C)c3c(C)nnc(C)c3c2C)ccc1N	0	9%	0%	15%	3%	9%	4%	-5	6	36[activator]
C=CCn1c(=N)c(C(=O)NCCCOC)cc2c(=O)n3cccc(C)c3nc21	-1	0%	3%	3%	-3%	4%	1%	-12	6	6
CN(C(=O)COc1cccc(Br)c1)C1CCS(=O)(=O)C1 (stereo not given)	0	-2%	3%	0%	-1%	-13%	-1%[0.46 µM]	29	-9	-7
CC1CC(=O)c2cnc(N)nc2C1 (stereo not given)	·	-1%	5%	1%	4%	0%	0%	7	-14	-17
CCn1nc(C(=O)OCC(=O)N2CCc3ccccc32)c2ccccc2c1=O	12	0%	-7%	-2%	·	-2%	-1%	2	-1	8
O=C(O)c1nn(Cc2csc(-c3ccccc3)n2)c(=O)c2ccccc12	-19	0%	6%	7%	-4%	0%	-2%	9	27	-27
O=C(NCCOc1ccccc1Cl)C(=O)Nc1ccccc1	0	2%	1%	0%	-4%[46.1 µM]	-2%	-1%	-2	-3	-10
O=C(Nc1cccc(S(=O)(=O)N2CCCCC2)c1)C1CC(=O)N(Cc2ccco2)C1 (stereo not given)	1	3%	-2%	3%	-1%	-11%	-1%	-5	9	4
COCCNC(=O)[C@@]1(Cc2ccccc2)C=C[C@@H](C)N1C(C)=O	-1&2	·	4%	6%	-1%	4%	-3%	11	2	3
O=C(COc1ccccc1)N(Cc1cc2ccccc2[nH]c1=O)CC1CCCO1 (stereo not given)	3	4%	28%	4%	-6%	2%	-7%	-4	-4	13
CCN(CC)CCCN(C(=O)c1ccc(OC)cc1)c1nc(-c2ccc(OC)cc2)cs1	0	2%	18%	?	3%	?	0%	11	?	-1
O=C(CSc1ccc(-c2ccncc2)nn1)c1ccc(Cl)cc1	6	-1%	1%	3%	-9%	2%	-9%	14	12	-8
